MRP1 act: H69AR viability gain despite doxorubicin, primary screen, MRP-1 activator project, H69AR cells, CellTiter-Glo; AID 799, 2007; actives 0.61% (n = 140,000); viability rescue; viability increase, % at 10 µM;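 active = viability gain under doxorubicin at or above a set limit, the compound median plus 3 SD, cut at about 4.7% in these data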;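 also: MRP-1 overexpressing cells given doxorubicin 25 µM after compound pretreatment; 18-22 h compound pretreatment then 72 h with doxorubicin before readout; 0% = doxorubicin-only wells and 100% = vehicle-treated cells without doxorubicin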
Measles CPE: compounds protecting cells from measles virus cytopathic effect, primary screen, measles RdRp inhibitor project, single point, MLSMR library, absorbance. AID 841, 2007. protection (pct of control), % at 4 µM. actives 1.5% (n = 140,000). Measles virus-infected cells, CPE protection; in the data active = protection mostly above about 24%, no sharp cut-off; inactive = mostly below about 26%; also: some compounds called inactive have numbers as strong as hits
Phagocyt inh: inhibitors of macrophage phagocytosis, primary screen, imaging, J774A.1 cells, IgG beads | actives 0.07% (n = 110,000) | J774A.1 macrophage IgG-bead phagocytosis | inhibition, % at 5 µM;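 active = inhibition above the mean of the plate negative controls plus 5 SD, cut at about 13% in these data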;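 also: phagocytic index as fraction of beads internalized from green versus red external bead signal; plate controls were DMSO negative control for no effect and cytochalasin-D positive control for full effect; some results beyond the cut were filed as inactive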
E-sel TNF inh: E-selectin induction blockers in HUVEC – imaging, immunofluorescence, high content, primary screen. inhibition, % at 2 µM. HUVEC TNFa-induced E-selectin immunofluorescence. actives 0.71% (n = 120,000). AID 1246, 2008;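 active = inhibition above the batch mean plus 3 SD, and confirmed as a hit on visual image review, cut at about 43% in these data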;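 also: 0% = TNF-stimulated DMSO wells and 100% = unstimulated control wells; not every result past the cut was called active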
bCat KO growth: primary screen for growth suppressors in beta-catenin knockout HCT116 cells (colon tumor, human). HCT116 beta-catenin knockout viability, CellTiter-Glo, 60 h; stronger effect = lower value. viability, % at 10 µM. actives 1.5% (n = 140,000). AID 818, 2007;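 active = viability at or under a set limit, the compound median less 4 SD, cut at about 6% in these data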;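 also: 0% = Hyamine 1622 control at 20 µM and 100% = untreated cell control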
PTEN del growth: growth suppression of PTEN-null HCT116, primary screen, cell-based, CellTiter-Glo. HCT116 PTEN-null viability, 60 h; stronger effect = lower value. actives 1.2% (n = 140,000). AID 827, 2007. viability, % at 10 µM;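 active = viability at or below a set limit, 4 SD under the median of all tested compounds, cut at about 3.7% in these data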;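 also: PTEN knockout HCT116 line with beta catenin targeted HCT116 as companion control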
Yeast life ext: compounds extending yeast replicative lifespan, primary screen, S. cerevisiae, OD615. S. cerevisiae growth with nicotinamide; deaD strain in restrictive glucose medium. inhibition of the nicotinamide effect, % at 10 µM. actives 0.68% (n = 130,000);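 active = inhibition above a set limit, placed 3 SD over the median of all compounds, cut at about 26% in these data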;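 also: 0% = nicotinamide-treated wells and 100% = cells grown without nicotinamide; some compounds called inactive have numbers as strong as hits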
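Material: Modified budding yeast, DeaD strain | Medium: Restrictive glucose medium | Probe or stimulus: 1.5 mM nicotinamide | Dosing: Single dose 10 µM compound, 0.25% DMSO | Times: 48 h at 30 °C | Technique: OD615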
Yeast growth inh: growth inhibitors of yeast BB579 in restrictive medium, primary screen, yeast lifespan-shortening project, S. cerevisiae | OD615, 48 h | inhibition, % at 10 µM | actives 0.51% (n = 140,000) | AID 804, 2007;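 active = inhibition above a set limit, 3 SD over the mean compound inhibition, cut at about 44% in these data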; also: inactives centre near -24
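Detection: OD615 turbidity measurement; Material: Saccharomyces cerevisiae DeaD strain BB579, replicative lifespan model yeast; Timing: 48 h exposure, 30 °C; Doses: single 10 µM dose; Medium: CSMM-D restrictive synthetic medium containing dextrose (glucose); Controls: amphotericin B at 10 µg/mL as positive control.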
NPY-Y2 antag: NPY-Y2 receptor antagonists, primary screen, cell-based; actives 0.99% (n = 140,000); Neuropeptide Y receptor type 2 (Homo sapiens), P49146; NPY-Y2 expressing cells, antagonist mode; inhibition, % at 2.7 µM; in the data active = inhibition above about 17%;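 also: 0% = vehicle with agonist challenge and 100% = reference antagonist with challenge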
Target sequence (P49146 whole entry, looked up): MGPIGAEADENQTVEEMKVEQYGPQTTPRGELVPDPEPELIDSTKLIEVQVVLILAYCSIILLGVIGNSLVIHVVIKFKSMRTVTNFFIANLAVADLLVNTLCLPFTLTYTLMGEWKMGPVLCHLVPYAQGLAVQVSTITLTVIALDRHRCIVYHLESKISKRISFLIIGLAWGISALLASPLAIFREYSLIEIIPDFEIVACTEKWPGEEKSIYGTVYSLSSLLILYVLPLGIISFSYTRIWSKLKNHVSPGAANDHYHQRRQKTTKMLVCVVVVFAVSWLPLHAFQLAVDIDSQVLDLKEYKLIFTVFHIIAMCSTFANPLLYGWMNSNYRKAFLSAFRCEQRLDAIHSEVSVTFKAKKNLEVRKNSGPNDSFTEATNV
GALR2 blocker: GALR2 antagonists in receptor-expressing cells, primary screen; Galanin receptor type 2 (Homo sapiens), O43603; antagonist mode; inhibition, % at 4 µM; actives 0.39% (n = 140,000); in the data active = inhibition above about 27%;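 also: cells stimulated with galanin 1-16 at roughly its EC80; 0% = agonist challenge control and 100% = basal control without agonist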
Target sequence (O43603 whole entry, looked up): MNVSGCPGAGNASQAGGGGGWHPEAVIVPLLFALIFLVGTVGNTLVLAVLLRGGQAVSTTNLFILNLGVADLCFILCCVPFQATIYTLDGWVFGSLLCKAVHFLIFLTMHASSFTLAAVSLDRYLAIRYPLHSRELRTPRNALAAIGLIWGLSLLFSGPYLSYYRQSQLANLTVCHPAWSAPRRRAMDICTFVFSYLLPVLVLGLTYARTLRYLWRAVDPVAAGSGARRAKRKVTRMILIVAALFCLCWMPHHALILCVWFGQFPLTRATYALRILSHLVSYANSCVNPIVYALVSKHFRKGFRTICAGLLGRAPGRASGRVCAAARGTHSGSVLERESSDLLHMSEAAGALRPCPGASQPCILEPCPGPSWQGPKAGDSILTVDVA
* = called active by the depositor; nt = no result given. No enrichment for hits; 6.1% or so of the library scored in one or more.

SMILES	MRP1 act	Measles CPE	Phagocyt inh	E-sel TNF inh	bCat KO growth	PTEN del growth	Yeast life ext	Yeast growth inh	NPY-Y2 antag	GALR2 blocker
CCC(C)/C(C)=N/NC(=O)c1ccc(COc2ccc(Cl)c(C)c2)cc1 (configuration not stated)	-1.9	13	-5	nt	73	71	-8	97*	0	5
CC(NC(=O)c1ccco1)C1COc2ccccc2O1 (configuration not stated)	-1.2	15	-1	2	94	101	-12	-16	1	2
CCn1cc(C2N3CC4(C)CN2CC(C)(C3)C4=O)c2ccccc21 (configuration not stated)	-2.4	12	0	4	96	102	-10	13	1	-6
CSCCC(NC(C)=O)C(=O)Oc1ccc2c3c(c(=O)oc2c1)CCCC3 (configuration not stated)	-3.5	6	1	-14	93	102	-10	-24	6	4
CSCSC1=C(C#N)C(c2ccccc2Cl)C(C(C)=O)=C(C)N1 (configuration not stated)	-4.7	6	-1	nt	82	89	-4	-27	-1	-3
COc1ccc(NC(=O)CCNC(C)=O)cc1NS(=O)(=O)c1ccc(F)cc1	-1.3	8	0	-21	108	96	-7	-14	-2	-3
CC(=O)Nc1cccc(OCC(=O)Nc2ccc(F)cc2)c1	-0.1	13	0	6	91	95	-2	-39	2	-18
COCCn1c(SCC(=O)Nc2ccc(S(N)(=O)=O)cc2)nc2ccccc21	-0.1	21	0	16	95	97	-7	-33	1	-6
Cn1nc(-c2ccccc2)c(C(=O)Nc2ccc(Cl)cc2)c1Cl	-0.4	7	nt	-2	92	100	-4	-10	11	6
CCS(=O)(=O)Nc1cccc(C2=NN(S(=O)(=O)c3ccc(C)cc3)C(c3cccs3)C2)c1 (configuration not stated)	-1.5	3	-4	nt	76	76	3	-32	6	4
Cc1c(Cl)cccc1NC(=O)C1Cc2ccccc2CN1C(=O)c1ccccc1 (configuration not stated)	-0.9	14	-10	0	80	70	6	-28	9	-11
c1coc(CNC2C3CC4CC(C3)CC2C4)c1 (configuration not stated)	-1.8	5	nt	41	94	99	-13	-34	3	4
CCCn1cnc2cc(NCc3ccccn3)ccc21	-3.7	12	0	nt	99	89	-10	-5	nt	nt
Cc1nnc(NC(=O)C2CCCN(c3ncccn3)C2)s1 (configuration not stated)	-0.5	1	-2	8	98	103	-3	13	3	16
Cc1cccc(OCC(=O)Nc2sc3c(c2C#N)CCC3)c1	1.5	20	0	17	108	105	-6	-56	9	4

Laid out differently: results already given.
SMILES: Cc1c(Cl)cccc1NC(=O)C1Cc2ccccc2CN1C(=O)c1ccccc1 (configuration not stated)
  MRP1 act: -0.9
  Measles CPE: 14
  Phagocyt inh: -10
  E-sel TNF inh: 0
  bCat KO growth: 80
  PTEN del growth: 70
  Yeast life ext: 6
  Yeast growth inh: -28
  NPY-Y2 antag: 9
  GALR2 blocker: -11
SMILES: CSCSC1=C(C#N)C(c2ccccc2Cl)C(C(C)=O)=C(C)N1 (configuration not stated)
  MRP1 act: -4.7
  Measles CPE: 6
  Phagocyt inh: -1
  E-sel TNF inh: nt
  bCat KO growth: 82
  PTEN del growth: 89
  Yeast life ext: -4
  Yeast growth inh: -27
  NPY-Y2 antag: -1
  GALR2 blocker: -3
SMILES: CCS(=O)(=O)Nc1cccc(C2=NN(S(=O)(=O)c3ccc(C)cc3)C(c3cccs3)C2)c1 (configuration not stated)
  MRP1 act: -1.5
  Measles CPE: 3
  Phagocyt inh: -4
  E-sel TNF inh: nt
  bCat KO growth: 76
  PTEN del growth: 76
  Yeast life ext: 3
  Yeast growth inh: -32
  NPY-Y2 antag: 6
  GALR2 blocker: 4
SMILES: CCn1cc(C2N3CC4(C)CN2CC(C)(C3)C4=O)c2ccccc21 (configuration not stated)
  MRP1 act: -2.4
  Measles CPE: 12
  Phagocyt inh: 0
  E-sel TNF inh: 4
  bCat KO growth: 96
  PTEN del growth: 102
  Yeast life ext: -10
  Yeast growth inh: 13
  NPY-Y2 antag: 1
  GALR2 blocker: -6

The listing continues.
SMILES	MRP1 act	Measles CPE	Phagocyt inh	E-sel TNF inh	bCat KO growth	PTEN del growth	Yeast life ext	Yeast growth inh	NPY-Y2 antag	GALR2 blocker
O=C(COc1cccc2ccccc12)N1CCN(c2ccccc2)CC1	1.8	7	0	14	65	57	-15	-33	6	-17
CC(=O)c1ccc(NC(=O)CSc2nnc(Cn3c(=O)sc4ccccc43)n2C)cc1	-2.0	12	nt	-34	95	98	7	-31	-2	6
O=C(O)C1C2CCC(O2)C1C(=O)NCc1ccncc1 (configuration not stated)	-0.8	10	nt	-17	89	93	0	-68	3	7
Cc1ccc(Nc2nc3c([nH]2)c(=O)n(C)c(=O)n3C)cc1	-2.4	2	-2	-6	79	85	-13	-24	1	18
CCC(C)NC(=O)C1CCC(=O)N(c2cc(OC)c(OC)c(OC)c2)C1c1ccc(OC)cc1 (configuration not stated)	-3.4	2	nt	7	94	95	-8	-13	5	-20
Clc1ccccc1CSc1nnc(-c2ccncc2)o1	-1.1	10	2	15	102	100	-20	10	4	-8
COc1ccc(NC(=O)CCN2CCCC(C)C2)cc1 (configuration not stated)	-2.8	41*	nt	0	98	96	5	-43	0	-13
CCCOc1ccc(-c2nnn(CC(=O)N3CCC(C)CC3)n2)cc1	-2.3	29	-1	nt	92	88	-5	-34	3	4
CCOC(=O)c1c(-c2ccco2)csc1NC(=O)CSc1nnc(N)s1	-3.0	0	nt	-3	84	94	-14	-29	6	-3
CNC(=O)c1ccc(OC2CSC2)cc1	-0.3	16	3	-12	93	79	-14	0	-1	-6
COc1cccc(C2C(C(C)=O)=C(O)C(=O)N2CCc2c[nH]c3ccccc23)c1 (configuration not stated)	-0.3	3	3	-15	99	98	-6	-31	1	8
CCn1ncc(/C=C/C(=O)NCc2cnn(C)c2C)c1C	0.4	nt	0	-9	94	92	-12	-60	-2	2
CCC(C)NC(=O)CNC(=S)N(CCCN1CCOCC1)Cc1cccs1 (configuration not stated)	-0.7	6	-8	-9	92	95	5	-1	1	0
CC(=O)NCCC(=O)Nc1sc2c(c1-c1nc3ccccc3[nH]1)CCCC2	-5.5	5	nt	nt	75	75	-14	-48	11	8
Cn1cccc1C(=O)NC(=O)COC(=O)C12CC3CC(CC(O)(C3)C1)C2	-2.1	28	3	0	95	96	-3	8	-1	-1

Another view of 4 compounds above.
Each structure is followed by: MRP1 act	Measles CPE	Phagocyt inh	E-sel TNF inh	bCat KO growth	PTEN del growth	Yeast life ext	Yeast growth inh	NPY-Y2 antag	GALR2 blocker
Clc1ccccc1CSc1nnc(-c2ccncc2)o1
→ -1.1	10	2	15	102	100	-20	10	4	-8
CC(=O)NCCC(=O)Nc1sc2c(c1-c1nc3ccccc3[nH]1)CCCC2
→ -5.5	5	nt	nt	75	75	-14	-48	11	8
CCC(C)NC(=O)CNC(=S)N(CCCN1CCOCC1)Cc1cccs1 (configuration not stated)
→ -0.7	6	-8	-9	92	95	5	-1	1	0
O=C(O)C1C2CCC(O2)C1C(=O)NCc1ccncc1 (configuration not stated)
→ -0.8	10	nt	-17	89	93	0	-68	3	7

Additional compounds.
SMILES	MRP1 act	Measles CPE	Phagocyt inh	E-sel TNF inh	bCat KO growth	PTEN del growth	Yeast life ext	Yeast growth inh	NPY-Y2 antag	GALR2 blocker
CCC1CCCCN1C(=S)NC(=O)c1ccc([N+](=O)[O-])cc1 (configuration not stated)	1.5	18	-9	27	73	73	9	-22	2	-11
COc1ccc2[nH]cc(C(=O)CN3CCCC(C)C3)c2c1 (configuration not stated)	-4.4	20	nt	-8	88	91	-5	-21	3	12
CC(C)[C@H](NS(=O)(=O)c1ccccc1)C(=O)OCC(=O)NC(=O)c1cccn1C	-3.6	10	0	10	90	88	-20	-42	-1	-7
O=C(Cn1c(-c2cncs2)nc2ccccc21)NC1CCCC1	-0.1	24	-1	15	97	109	-7	-40	2	-5
C#CC(=O)N(c1ccc(OC)c(OC)c1)C(C(=O)NC1CCCC1)c1cccs1 (configuration not stated)	-2.5	2	0	51	1.3*	1.7*	-11	-40	0	41*
Cc1cc(C)c(-c2cc(C(=O)Nc3c(C)n(C)n(-c4ccccc4)c3=O)[nH]n2)c(O)c1	-0.2	11	0	-21	104	77	-2	0	5	-9
Cc1c(Cl)cccc1NC(=O)CCCN1C(=O)CCC1=O	-1.8	2	-1	19	100	104	-4	-20	2	-8
O=C(N/N=C/c1ccc(COc2ccc(Br)cc2)o1)c1ccco1	2.2	6	-2	nt	94	96	5	-13	2	13
CCOc1ccc2[nH]c(=O)c(CN(Cc3ccc(F)cc3)C(=O)N3CCCC3)cc2c1	-3.8	5	0	nt	88	96	-21	-23	-1	0
CCS(=O)(=O)N1CCC(C(=O)N2CCc3ccccc3C2)CC1	-2.5	3	-4	nt	92	100	-9	-22	-1	-19
COc1ccc(C2CC(c3ccccc3)=NN2C(=O)COC(=O)c2cccnc2)cc1 (configuration not stated)	1.7	15	-2	11	104	88	-4	-12	-1	-11
Cn1c(=O)n(CCc2ccccc2)c(=O)c2c1nc1n2CCCN1Cc1ccccc1	-1.8	18	0	9	52	35	-12	-9	1	-9
NC(=O)c1ncc(C(F)(F)F)cc1Oc1ccc(F)cc1	0.5	24	0	12	107	97	-11	-24	2	5
COc1ccccc1NC(=O)Cc1csc(NC(=S)Nc2ccccc2)n1	-3.5	6	-3	-9	72	67	-5	5	3	-7
CC(NC(=O)c1ccccc1)c1ccc(F)cc1 (configuration not stated)	-2.1	8	-1	-3	85	97	-3	-1	1	10
COCCNC(=O)CSc1nc2ccccc2c(=O)n1-c1cccc(OC)c1	-2.8	2	0	-24	77	71	-30	-36	6	13
Cc1ccc(-c2nn(-c3cc(Cl)ccc3[N+](=O)[O-])c(=O)c3ccccc23)cc1C	-1.8	5	nt	nt	76	72	-6	-21	3	4
CCN(/N=C/C=C/c1ccccc1)c1cc(=O)n(C)c(=O)[nH]1	-1.0	6	-9	nt	84	87	-3	-7	3	9
CCCCCOC(=O)Cc1c(O)c2ccccc2n(C)c1=O	-1.0	7	0	nt	96	101	1	-39	4	16
CCCCc1ccc(-c2nc(NC(=O)C3C4CCC(O4)C3C(=O)O)sc2C)cc1 (configuration not stated)	-1.8	4	nt	28	85	99	-10	-30	0	9
COc1ccc(Cl)cc1NC(=O)COc1cccc(-n2cnnn2)c1	-0.9	16	1	4	99	106	-18	14	0	4
Cc1ccc(-c2nnc(SCC(=O)OC(C)C)n2N)cc1	0.1	6	nt	9	91	98	-18	-31	2	2
O=C(/C=C1\NC2(CCCC2)Cc2ccccc21)N1CCOCC1	-2.3	6	0	34	85	86	-5	-53	2	3
COc1cc(Cl)c(C)cc1NC(=O)CSc1nnc(-c2ccco2)n1CC(C)C	-1.1	1	-1	nt	73	60	-11	-34	9	5
O=c1nc(Nc2ccccc2)sc2ccc([N+](=O)[O-])cc12	2.4	6	-11	41	101	94	0	-39	7	-2

Compound activity from PubChem BioAssay.
